KCNQ2 block = KCNQ2 potassium channel inhibitors, primary screen, cell-based, CHO-K1, FluxOR thallium flux, B-score (AID 2156) | Potassium voltage-gated channel subfamily KQT member 2 (Rattus norvegicus), O88943 | B-score at 10 µM | 20 min; stronger effect = lower value | 310,000 compounds, 1.1% hits;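 active = fluorescence ratio B-score at most minus 3 library SDs, with starting brightness B-score within 2 library SDs, cut at about -5.5 in these data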
Target sequence (O88943 whole entry, looked up): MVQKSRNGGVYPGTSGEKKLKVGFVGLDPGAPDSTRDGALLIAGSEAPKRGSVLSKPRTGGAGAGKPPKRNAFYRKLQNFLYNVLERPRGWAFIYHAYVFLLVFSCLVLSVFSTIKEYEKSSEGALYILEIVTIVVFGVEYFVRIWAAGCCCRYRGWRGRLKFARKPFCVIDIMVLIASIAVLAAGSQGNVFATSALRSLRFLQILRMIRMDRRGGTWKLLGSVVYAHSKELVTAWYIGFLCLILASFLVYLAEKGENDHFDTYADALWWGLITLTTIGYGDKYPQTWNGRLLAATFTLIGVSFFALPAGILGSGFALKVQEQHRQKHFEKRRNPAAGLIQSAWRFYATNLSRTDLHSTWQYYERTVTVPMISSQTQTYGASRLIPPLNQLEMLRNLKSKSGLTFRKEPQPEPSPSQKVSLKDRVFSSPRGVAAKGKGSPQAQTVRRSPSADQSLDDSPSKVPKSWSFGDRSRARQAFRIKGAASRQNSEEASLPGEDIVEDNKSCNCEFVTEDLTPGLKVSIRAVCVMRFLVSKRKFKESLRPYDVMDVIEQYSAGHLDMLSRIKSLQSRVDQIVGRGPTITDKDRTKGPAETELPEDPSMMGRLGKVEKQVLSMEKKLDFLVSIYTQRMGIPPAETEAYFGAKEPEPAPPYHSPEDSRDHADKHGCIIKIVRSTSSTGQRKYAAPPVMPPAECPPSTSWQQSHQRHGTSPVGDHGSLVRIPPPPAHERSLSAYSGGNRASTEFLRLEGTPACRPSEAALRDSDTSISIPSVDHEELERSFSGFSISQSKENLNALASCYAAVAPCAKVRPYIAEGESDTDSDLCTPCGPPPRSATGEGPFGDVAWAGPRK
CHT block = inhibitors of human choline transporter CHT | CHT-expressing cells, membrane potential dye, choline response; stronger effect = lower value | 310,000 compounds, 0.86% hits | High affinity choline transporter 1 (Homo sapiens), Q9GZV3 | B-score at 10 µM | AID 488975, 2010;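 active = B-score over 3 SD under the library average, and starting fluorescence ratio not unusually high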;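 also: choline stimulus applied at its EC90 after an EC20 pre-addition; B-score computed on integrated fluorescence ratio after choline addition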
An asterisk follows results filed as active; i = inactive; / = not tested or not shown.

entry	SMILES	KCNQ2 block	CHT block
1	O=[N+]([O-])c1ccc(N2CCN(CCO)CC2)cc1NCc1ccco1	i	i
2	Cc1cc(C)c2nc(-c3cccc(Cl)c3)c(C)c(C(=O)N3CCOCC3)c2c1	-8.8*	i
3	Cn1ccsc1=NC(=O)c1ccc(=O)[nH]c1	i	i
4	CCCn1c(C(O)c2cc(OC)c(OC)c(OC)c2)nc2ccccc21 (stereo unspecified)	i	i
5	CC1CCN(C(=O)c2[nH]cnc2C(=O)N[C@@H](Cc2ccccc2)C(=O)OC(C)(C)C)CC1	i	i
6	COc1cc(NC(=O)CSC(=S)N2CCCC2)c(OC)cc1Cl	i	i
7	COc1cc(/C=C/[N+](=O)[O-])ccc1OCc1cccc(C(=O)O)c1	i	/
8	COc1cc(OC)c(C2=NOC(C(=O)Nc3c(C)n(C)n(-c4ccccc4)c3=O)C2)cc1Cl (stereo unspecified)	i	i
9	CC1(C)C(=O)Nc2ccccc2N1C(=O)CSc1nnc2ccccn12	i	i
10	COc1cccc(C(=O)N2CCN(c3ccc(N4CCOCC4)nn3)CC2)c1	i	i
11	COc1ccc(Cc2nnc(SCC(=O)N(C)c3ccccc3)o2)cc1	i	i
12	Cc1cc(C)nc(NC2=NCC(=O)N2CCc2c[nH]c3ccccc23)n1	i	i
13	CC(C)(C)c1ccc(C(=O)N2CCN(C(=O)C3CCCCC3)CC2)cc1	i	i
14	CCc1ccccc1C1C(=O)c2ccccc2C1=O	i	i
15	COc1cc(/C=C(\C#N)c2nnc(N3CCOCC3)n2-c2ccccc2)ccc1O	i	i
16	O=C(CCCSc1nc(-c2ccco2)cc(C(F)(F)F)n1)NCc1cccs1	i	i
17	CC(=O)N(C)c1ccc(NC(=S)Nc2cccc3ccccc23)cc1	i	i
18	O=C(OCC(=O)N1CCN(C(=O)c2ccco2)CC1)c1ccccc1NCCO	i	i
19	CCCC1S/C(=N/N=C/c2ccc(OC)cc2)N(Cc2ccc(OC)cc2)C1=O (stereo unspecified)	i	i
20	CCOc1ccc(NC(=O)COc2ccc(S(=O)(=O)N3CCCC3)cc2)cc1	i	i
21	Cc1ccc(NC(=O)CN(C)C(=O)CSc2nc(C)cc(C)n2)cc1	i	i
22	CCc1ccc2oc(C(=O)N3CCN(C)CC3)cc(=O)c2c1	i	i
23	COc1ccc(C2CC(=O)Oc3c(C(CCN4CCCCC4)c4ccc(N(C)C)cc4)c(OC)cc(OC)c32)cc1 (stereo unspecified)	i	-5.9*
24	Cc1ccc(C)c2[nH]c(=O)c(CN(Cc3ccco3)S(=O)(=O)c3ccc4c(c3)OCCO4)cc12	i	i

Whole records from above. Order of values: KCNQ2 block | CHT block
Cc1ccc(NC(=O)CN(C)C(=O)CSc2nc(C)cc(C)n2)cc1 is listed with i | i
O=[N+]([O-])c1ccc(N2CCN(CCO)CC2)cc1NCc1ccco1 is listed with i | i
CC(C)(C)c1ccc(C(=O)N2CCN(C(=O)C3CCCCC3)CC2)cc1 is listed with i | i

Later entries
entry	SMILES	KCNQ2 block	CHT block
25	CCn1c(SCc2nc3ccccc3c(=O)[nH]2)nnc1-c1cccnc1	i	i
26	COc1ccccc1-c1cc(C(=O)N2CCCc3ccccc32)no1	-6*	i
27	COc1ccccc1N1CN(Cc2ccccc2)CNC1=S	i	i
28	COc1ccc(OC)c(NC(=O)c2ccccc2OC(C)=O)c1	i	i
29	CN(CCC#N)C(=S)Nc1ccc(F)cc1	i	i
30	O=C(NCc1ccc2c(c1)OCO2)c1ccc2c(c1)OCCO2	i	i
31	Cc1ccc(-n2ncc3c2CCCC3NC(=O)CCc2c(C)noc2C)cc1C (stereo unspecified)	i	i
32	Cc1ccc(C)c(OCC(=O)Nn2c(C)nc3ccccc3c2=O)c1	i	i
33	CC12CCC(c3nnc(SCC(=O)Nc4cccc5ccccc45)nc31)C2(C)C (stereo unspecified)	i	i
34	CCC(=O)Nc1ccccc1C(=O)OCC(=O)c1cccc2ccccc12	i	i
35	O=C(N/C(=C\c1cccc([N+](=O)[O-])c1)C(=O)N1CCCCC1)c1cccs1	i	i
36	O=[N+]([O-])c1ccc(C2NS(=O)(=O)N=C3CCCCCN32)cc1 (stereo unspecified)	i	i
37	COC(=O)C(Cc1ccc(O)cc1)NC(=O)c1ccccc1 (stereo unspecified)	i	i
38	CC(NC(=O)C1CCN(S(=O)(=O)c2cnc[nH]2)CC1)c1ccccc1 (stereo unspecified)	i	i
39	O=C1C2C3C=CC(C3)C2C(=O)N1c1n[nH]c(CCc2ccccc2)n1 (stereo unspecified)	i	i
40	COc1ccc(CCNC(=O)c2c(C)nn(CC(C)C)c2Cl)cc1	i	i
41	Cc1cc(NC(=O)c2ccc3c(c2)OCO3)ccc1NC(=O)c1ccco1	i	i
42	COc1ccccc1CC(=O)Nc1ccccc1O	i	i
43	CCOc1ccc(-c2cn(-c3ccccc3OC)c(=S)[nH]2)cc1	i	i
44	COc1ccccc1C(=O)NC(CCSC)C(=O)OC(C)C(N)=O (stereo unspecified)	i	i
45	Cc1nn(-c2ccccc2)c(C)c1NC(=O)COc1ccc([N+](=O)[O-])cc1	i	i
46	Cc1ccc(NC(=O)c2cnc(N3CCN(c4ccccn4)CC3)c3ccccc23)c(Br)c1	i	i
47	CC1(C)C(c2ccco2)=[N+]([O-])C2(CCCCC2=O)N1O (stereo unspecified)	i	i
48	Cc1ccccc1OCCOc1ccccc1C=C(C#N)C#N	/	i
49	O=C(CC1C(=O)NCCN1C(=O)Nc1ccccc1)Nc1cc(Cl)cc(Cl)c1 (stereo unspecified)	i	-5*
50	O=C1CSC(=Nc2ccc(F)cc2)N1	i	i
51	COc1ccc(CC(=O)N/N=C(/C)CC(=O)N(C)c2ccccc2)cc1	i	i
52	N#CCCn1nc(-c2ccccc2)cc1-n1c(C(F)(F)F)nc2ccccc21	i	i
53	CC(C)CNC(=S)Nc1ccc(Oc2ccccc2)cc1	i	i
54	CC(=O)c1ccc(S(=O)(=O)NC2CC2)cc1	i	i
55	COC(=O)c1c(NS(C)(=O)=O)sc2c1CCCC2	i	i
56	COc1cc2c(cc1OC)C(C1C(=O)CC(C)CC1=O)N(C(=O)CCl)CC2 (stereo unspecified)	i	i
57	COc1ccc(Cn2c(O)c(/C=N/NC(=O)c3cccnc3)c3ccccc3c2=O)cc1	i	/
58	O=c1oc(-c2ccccc2)cc(Cl)c1Cl	i	i
59	Cc1ccccc1CN(C)CC(=O)Nc1c(C)cccc1C(C)C	i	i
60	CCOC(=O)c1[nH]c(C)c(CN(C(C)=O)c2ccc(OCC)cc2)c1C	i	i
61	CCN(C(=O)CSc1nnc2ccccn12)C1CCS(=O)(=O)C1 (stereo unspecified)	i	i
62	CC(C)N(C(=O)CSc1nc(Cc2ccccc2)nc2ccccc12)C(C)C	-6.3*	i
63	Oc1ccc(/C=N/N2CCCCC2)c(O)c1	i	i
64	COc1ccc(CN2CCn3ncc(C(=O)Nc4ccc(Cl)cc4Cl)c3C2=O)cc1	/	i
65	Cc1ccc(S(=O)(=O)NC(=O)N2CCCC(C)(C)C2)cc1	i	i
66	COc1ccc2nc(SCC(=O)Nc3c(C)cccc3C)[nH]c2c1	i	i
67	CC(C)c1ccc(/C=C/C(=O)N2CCOCC2)cc1	i	i
68	CCOc1ccccc1NC(=O)N1CCC(c2nc3ccccc3[nH]2)CC1	i	i
69	CC(C)C(NC(=O)OCc1ccccc1)C(=O)NCC(=O)OC(C)(C)C (stereo unspecified)	i	i
70	Cc1ccc(C(=O)Cn2nnc3ccccc32)cc1	i	i
71	CCOC(=O)C(C(=O)OCC)C1OC(=O)c2cc3c(cc21)C(=O)OC3C(C(=O)OCC)C(=O)OCC (stereo unspecified)	i	i
72	CCNC(=O)CN(c1ccc(Br)c(C)c1)S(C)(=O)=O	i	i
73	O=C(Nn1c(-c2ccc(Br)cc2)nc2ccccc2c1=O)c1ccc([N+](=O)[O-])cc1	i	i
74	CCN(C(=O)CSc1nnc(Nc2ccccc2)s1)C1CCS(=O)(=O)C1 (stereo unspecified)	i	i
75	CCCn1nc(NC(=O)CC(C)C)c2cc3ccccc3nc21	i	i
76	COc1ccc(NC(=O)CSc2ncnc3c2nnn3-c2ccc(F)cc2)c(OC)c1	i	i
77	Cc1ccc(C(C)C)c(OCc2ccc(C(=O)N/N=C/c3ccc(O)cc3O)cc2)c1	i	i
78	Cn1[nH]c(C(F)(F)F)c(C=Nc2ccc(Cl)cc2)c1=O	i	i
79	Cc1ccc(Oc2nnc(-c3ccccc3)cc2C#N)cc1	i	i
80	CCn1c(SCC(=O)N2CCOCC2)nc2c(c1=O)SC(C)C2 (stereo unspecified)	i	i
81	CCOc1cc2c3c(c1)C(C)=CC(C)(C)N3C(=O)C2=O	i	i
82	COc1ccc2c(c1)C1NC(=S)NC(C)(O2)C1C(=O)Nc1ccc(C)cc1C (stereo unspecified)	i	i
83	CCOC(=O)c1c(C)oc2cc(Sc3ccccc3)c(O)c(O)c12	i	i
84	Nc1nc(-c2nonc2N)no1	i	i

Marked active in KCNQ2 block (from the list above):
entry	SMILES	KCNQ2 block	CHT block
2	Cc1cc(C)c2nc(-c3cccc(Cl)c3)c(C)c(C(=O)N3CCOCC3)c2c1	-8.8*	i
26	COc1ccccc1-c1cc(C(=O)N2CCCc3ccccc32)no1	-6*	i
62	CC(C)N(C(=O)CSc1nc(Cc2ccccc2)nc2ccccc12)C(C)C	-6.3*	i

More results.
entry	SMILES	KCNQ2 block	CHT block
85	COCCCNC(=O)CCc1nc(-c2ccccc2Cl)no1	i	i
86	Nc1nnc(SCC(=O)Nc2ccccc2N2CCOCC2)s1	i	i
87	Fc1ccc(CNc2nc(-c3ccccc3)nc3ccccc23)cc1	i	/
88	CC(NC(=O)C1C2C=CC(C2)C1C(=O)O)c1ccccc1 (stereo unspecified)	i	i
89	O=[N+]([O-])c1ccc(N/N=C2/CCCCC2c2ccccn2)c([N+](=O)[O-])c1 (stereo unspecified)	i	i
90	CN1/C(=C/C(=O)C2CC2)C(C)(C)c2ccccc21	i	i
91	Cn1cc(C(=O)NC2C3CC4CC(C3)CC2C4)cn1 (stereo unspecified)	i	i
92	C=CCNC(=O)c1ccccc1NC(=O)C1CCN(S(=O)(=O)c2ccc(SC)cc2)CC1	i	i
93	CCN(CC)CCn1c2c(c(SCC(=O)Nc3cccc4ccccc34)nc1=O)CCCC2	i	i
94	COc1cc(/C=N\Nc2nc3ccccc3[nH]2)cc(OC)c1OC	i	i
95	CC(C)c1ccc(S(=O)(=O)c2nnn3c2nc(N2CCCCC2)c2ccccc23)cc1	i	i
96	CCC1(c2ccccc2)C(=O)N(C(=O)OC(C)(C)C)N1C(=O)OC(C)(C)C (stereo unspecified)	-6.5*	i
97	CCOc1ccc(NC(=O)CN(C)CC(=O)Nc2ccccc2SC)cc1OCC	i	i
98	CCN(CC)CCN1C(=O)c2oc3ccccc3c(=O)c2C1c1ccc(F)cc1 (stereo unspecified)	i	i
99	CC12CN(C(=S)Nc3ccccc3)CC(C)(CN(C(=S)Nc3ccccc3)C1)C2=O	i	i
100	CC(C)[C@H](NC(=O)C1CCN(S(=O)(=O)c2ccccc2)CC1)C(=O)NCc1ccco1	i	i
101	CCCC(C)c1nnc(NC(=O)C2CC(=O)N(c3ccc(OCC)cc3)C2)s1 (stereo unspecified)	i	i
102	COC(=O)Cn1c(=NC(=O)CN2C(=O)CCC2=O)sc2cc(S(N)(=O)=O)ccc21	i	i
103	Cc1ccc(CC2SC(=Nc3ccccc3)N(c3ccccc3)C2=O)cc1 (stereo unspecified)	i	i
104	O=c1[nH]c2cc3c(cc2cc1CN(Cc1ccco1)C(=S)NCC1CCCO1)OCCO3 (stereo unspecified)	i	i
105	CC(=O)c1c(C)[nH]c(C(=O)COc2ccc3ccc(=O)oc3c2)c1C	i	i
106	CC(C)OC(=O)NCCOC(=O)Nc1ccc(Cl)c(Cl)c1	i	i
107	C(=N/Nc1nccs1)/c1cccnc1	i	i
108	Cc1sc2nc(C3CC3)nc(N3CCN(C(=O)c4ccc(Cl)cc4)CC3)c2c1C	i	i
109	Cc1cc(C)c2c(n1)SCC(=O)N2CC(=O)Nc1ccc(F)cc1	i	i
110	Cc1noc(C)c1CSc1nc2ccccc2c(=O)n1-c1ccc(Cl)cc1	i	i
111	Cc1ccc(S(=O)(=O)N(CC(=O)NC2CCCC2)c2cccc(C)c2)cc1	i	i
112	C#CCOCCOCCOCCNc1nc(N2CCN(C(=O)CCCCCCCCCCNC(=O)[C@@H](CCSC)n3cc(CCO)nn3)CC2)nc(N2CCN(C(=O)CCCCCCCCCCNC(=O)[C@H](CCC(=O)O)n3cc(CCCCCN)nn3)CC2)n1	/	i
113	COC(=O)C(CCSC)NC(=O)CNS(=O)(=O)c1ccc(F)cc1 (stereo unspecified)	i	i
114	CCOc1ccccc1-n1nnnc1SCC(=O)NC(=O)NCc1ccco1	i	i
115	Cc1cc[n+](CCC(=O)O)c2ccccc12	i	i
116	CCOc1ccc(S(=O)(=O)Oc2ccc3ccccc3c2)cc1	i	i
117	CCCCc1cc(=O)oc2cc(C)cc(OC(C)C(=O)O)c12 (stereo unspecified)	i	i
118	C=CCN(CC=C)C(=O)c1cccc(OC2CCN(S(=O)(=O)N(C)C)CC2)c1	i	i
119	CCN(CC)S(=O)(=O)c1ccc(N2CCCC2)c(NC(=O)c2ccc(N3CCCC3=O)cc2)c1	i	i
120	CCOCCCNC(=O)C1CCC(CNS(=O)(=O)c2ccc(Cl)cc2)CC1 (stereo unspecified)	i	i
121	Cc1cc(C(=O)OCC(=O)Nc2cc(S(=O)(=O)N(C)C)ccc2C)c(C)o1	i	i
122	Cc1nn(Cc2ccc(C(=O)N/N=C/c3ccncc3)o2)c(C)c1Cl	i	i
123	O=C(c1cc2nc(-c3ccco3)cc(C(F)(F)F)n2n1)N1CCCCCC1	i	i

Assay outcomes: PubChem BioAssay, Johns Hopkins Ion Channel Center
